From PubChem BioAssay
dFosB act = activators of delta FosB homodimer, primary screen, biochemical, fluorescence polarization, TAMRA-CDK5 oligo, single point; Protein FosB (Mus musculus), P13346; purified delta FosB; percent of positive-control signal above neutral wells; activation, % at 25 µM; 340,000 tested, 0.99% active;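 active means mean activation above about 17%, with every replicate also reaching it, limit read from the data, passing the limit was not always enough; inconclusive means only one of the two conditions met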;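 further: fluorescence polarization rise as delta FosB binds a TAMRA Cdk5 AP-1 oligo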
MITF TRPM1 HTS = activators of MITF-driven TRPM1 promoter reporter, primary screen, cell-based, SK-MEL-5, luciferase, single point; SK-MEL-5 TRPM1-promoter luciferase, 24 h; % of positive control, neutral wells = 0; activation, % at 12.5 µM; 300,000 tested, 0.75% active;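 active means mean activation of at least 80% with every replicate also reaching 80%; inconclusive means mean reaches 80% but some replicate falls short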;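 further: 0% = neutral control wells and 100% = parthenolide positive control wells; values of inactives mirror those of a sister screen read the other way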
CDK5 inh = inhibitors of human CDK5/p35 kinase, primary screen, biochemical, single concentration; Cyclin-dependent kinase 5 (Homo sapiens) + Cyclin-dependent kinase 5 activator 1 (Homo …; inhibition, % at 10 µM; Recombinant CDK5/p35, ADP-Glo luminescence, 60 min; 330,000 tested, 0.01% active;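 active means highest replicate inhibition of at least 50% and at least 75% of replicates reaching 50%; inconclusive means only one of the two criteria met; inactive means both criteria failed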;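 further: plate controls were DMSO neutral control for no effect and GW8510 at 10 µM for full effect; many of its hits are not listed in these tables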
Target sequence (Q00535 whole entry, looked up): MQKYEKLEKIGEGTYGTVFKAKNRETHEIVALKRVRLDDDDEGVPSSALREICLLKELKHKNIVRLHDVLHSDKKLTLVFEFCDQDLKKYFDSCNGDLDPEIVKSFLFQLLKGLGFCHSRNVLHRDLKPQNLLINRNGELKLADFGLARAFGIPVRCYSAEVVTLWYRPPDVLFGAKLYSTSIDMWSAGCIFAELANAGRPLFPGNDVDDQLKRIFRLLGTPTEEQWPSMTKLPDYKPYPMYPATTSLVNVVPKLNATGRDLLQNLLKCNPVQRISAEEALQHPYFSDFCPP
Target sequence (Q15078 whole entry, looked up): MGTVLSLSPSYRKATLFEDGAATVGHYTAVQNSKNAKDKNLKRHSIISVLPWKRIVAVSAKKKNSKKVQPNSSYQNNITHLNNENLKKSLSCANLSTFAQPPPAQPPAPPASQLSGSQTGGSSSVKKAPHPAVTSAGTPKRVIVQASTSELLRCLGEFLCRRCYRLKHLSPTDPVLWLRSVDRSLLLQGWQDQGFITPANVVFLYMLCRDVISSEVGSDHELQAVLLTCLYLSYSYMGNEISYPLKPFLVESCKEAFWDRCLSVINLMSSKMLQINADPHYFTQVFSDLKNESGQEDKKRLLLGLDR
Wnt act = Wnt/beta-catenin pathway activators, primary screen, cell-based, plate reader, single point. Wnt/beta-catenin reporter cell assay, activator. activation, % at 9.35 µM. 300,000 tested, 1.2% active; in the data active means activation above about 30%, passing the limit was not always enough; inconclusive means no clear call, values can overlap the other calls;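 further: 0% = neutral control wells and 100% = positive control wells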
Rtt109 Vps75 = inhibitors of C. albicans Rtt109/Vps75 HAT, primary screen, biochemical, ThioGlo CoA-SH fluorescence, plate reader; Histone acetyltransferase RTT109 (Candida albicans (strain SC5314 / ATCC MYA-2876)), …; purified Rtt109/Vps75, 4 h; inhibition, % at 34.9 µM; 330,000 tested, 0.16% active; AID 540336, 2011;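 active means inhibition of at least 50% in every replicate; inconclusive means best replicate reaches 50% inhibition but some replicates fall short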
Target sequence (Q5AAJ8 whole entry, looked up): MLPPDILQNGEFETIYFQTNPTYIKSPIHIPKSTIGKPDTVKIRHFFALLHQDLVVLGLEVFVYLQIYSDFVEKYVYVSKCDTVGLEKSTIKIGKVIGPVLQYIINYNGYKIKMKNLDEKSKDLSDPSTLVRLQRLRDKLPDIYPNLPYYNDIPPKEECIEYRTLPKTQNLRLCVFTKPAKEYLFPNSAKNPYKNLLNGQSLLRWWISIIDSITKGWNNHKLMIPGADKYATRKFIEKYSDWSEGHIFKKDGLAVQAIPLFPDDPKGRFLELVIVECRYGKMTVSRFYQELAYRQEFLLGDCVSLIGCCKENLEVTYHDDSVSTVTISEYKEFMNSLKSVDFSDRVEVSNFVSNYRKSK
V-ATPase pHluor = regulators of yeast V-ATPase proton pumping, primary screen, pHLuorin cytosolic pH fluorescence | S. cerevisiae | response, % at 10 µM | 350,000 tested, 0.37% active | AID 504577, 2011; in the data active means response mostly above about 7.3%, no sharp cut-off; inactive means mostly below about 5.4%; further: actives read high; inactives centre near 0; some compounds called inactive have numbers as strong as hits
CAL PDZ FP-1 = untagged CAL PDZ binding inhibitors, primary screen, biochemical, fluorescence polarization, HTS; Golgi-associated PDZ and coiled-coil motif-containing protein (Homo sapiens), Q9HD26; 300,000 tested, 0.92% active; inhibition, % at 24.9 µM; purified CAL PDZ, TMR-peptide fluorescence polarization, 1 h; AID 602252, 2012;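 active means mean inhibition of at least 30% with at least half of replicates also reaching 30%; inconclusive means no clear call, values can overlap the other calls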;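 further: 0% = DMSO neutral control and 100% = excess unlabeled competitor peptide PRC23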
cardiac RTF act = cardiac RTF calcium sensitivity activators, primary screen, biochemical, IANBD-TnC fluorescence, EC20 calcium; IANBD-labeled TnC RTF fluorescence at EC20 calcium; 0% EC20 calcium, 100% full calcium; 340,000 tested, 0.24% active; activation, % at 7.2 µM;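 active means activation above the mean over all tested compounds plus 3 SD, cut at about 30% in these data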;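 further: rise in fluorescence read as greater calcium sensitivity of cardiac thin filaments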
CAL PDZ FP-2 = CAL PDZ peptide-binding inhibitors, primary screen, biochemical, fluorescence polarization, Cer-tagged CAL PDZ, HTS | Golgi-associated PDZ and coiled-coil motif-containing protein (Homo sapiens), Q9HD26 | purified CAL PDZ, TMR-peptide fluorescence polarization, 1 h | inhibition, % at 20 µM | 330,000 tested, 0.02% active | AID 504414, 2011;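 active means highest replicate inhibition of at least 40%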;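 further: plate controls were DMSO neutral control wells for no effect and unlabeled competitor peptide control wells for full effect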
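Read-out basis: mP drop reported as inhibition | Assay system: Tagged CAL PDZ protein CerCALP, purified | Benchmarks: Unlabelled peptide for full inhibition, DMSO wells as neutral | Schedule: 1 h incubation at room temperature before polarization reading | Buffer or medium: Sodium phosphate/NaCl buffer pH 7.4 with TCEP, IgG, Thesit | Doses: Single point, 20 µM | Measured by: Fluorescence polarization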
Tat export inh = E. coli Tat export inhibitors, primary screen, MC4100, TorA-mCherry reporter, fluorescence, single point | inhibition, % at 10 µM | 340,000 tested, 0.036% active | AID 488895, 2010;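 active means mean replicate inhibition at least 50% and at least half of replicates individually reaching 50%; inconclusive means only one of the two criteria met; inactive means neither criterion met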;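 further: exported cargo escapes ClpAP degradation while cytoplasmic cargo is degraded and loses fluorescence; 0% = median of neutral control wells and 100% = median of NaSCN control wells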
An asterisk follows results filed as active; ? = inconclusive; . = not tested or not shown; & = joins results of further samples. These rows are one share of the data, so the mix of outcomes need not match the whole.

SMILES | dFosB act | MITF TRPM1 HTS | CDK5 inh | Wnt act | Rtt109 Vps75 | V-ATPase pHluor | CAL PDZ FP-1 | cardiac RTF act | CAL PDZ FP-2 | Tat export inh
CC(C)(C)C(=O)Nc1ccc(S(=O)(=O)N2CC3CC(C2)c2cccc(=O)n2C3)cc1 (centres undefined) | -11 | 16 | -4.1 | 7 | -1 | -3 | . | 6 | -0.6 | 1
C[C@]12CCC3C(CCC4=C/C(=N/OCC(=O)NC(CCC(N)=O)C(=O)O)CC[C@@]43C)C1CCC2O (some centres undefined) | -5 | 8 | 2.7 | -1 | -18 | 0 | -1 | -3 | -1.8 | -10
COc1cc(OC)cc(C(=O)Nc2ccc(Br)cc2C(=O)c2ccccc2)c1 | -9 | 3 | 0.3 | . | 4 | -5 | -3 | -2 | -1.9 | 5
CCc1ccc(-c2nn(Cc3ccccc3)cc2C=O)cc1 | -7 | 69 | 1.5 | 14 | -4 | -1 | 0 | -2 | 0.1 | 1
O=C1C2CCCN2C(c2cccs2)N1c1ccccn1 (centres undefined) | -2 | -6 | -0.6 | -1 | 3 | 1 | -4 | -4 | -0.9 | -11
O=C(NCC(c1cccnc1)N1CCN(c2ccccc2F)CC1)Oc1ccccc1 (centres undefined) | -7 | 3 | 0.3 | . | 14 | 2 | -2 | 1 | -0.1 | 2
Cn1cccc1/C=C1\C(=O)NC(=O)N(Cc2ccco2)C1=O | -9 | 14 | -2.1 | -6 | -1 | 3 | -2 | -7 | -1.7 | -2
COC(=O)C1=C(c2ccc(F)cc2OCc2ccccc2)C[C@@H]2CC[C@H]1N2C(=O)NCCOc1ccc(OC)cc1 | -3 | -3 | -1.5 | 10 | 3 | 2 | 0 | 3 | 0.8 | 9
COC(=O)C1=C(c2ccccc2OCc2ccccc2)C[C@@H]2CC[C@H]1N2C(=O)NCCOc1ccccc1 | 1 | -5 | -6.2 | -5 | 5 | 2 | -4 | 4 | -1.1 | 14
NC(=O)c1ccc(OCCC(O)N2CC=C(c3ccc(F)cc3)CC2)cc1 (centres undefined) | 6 | 14 | -1.7 | 1 | -2 | -3 | 7 | -2 | -2.1 | -4
CC(=O)Nc1ccccc1C(=O)OCC(=O)c1cccc2ccccc12 | -21 | . | 0.2 | . | 3 | -5 | -4 | -2 | -2.4 | 9
ON1C2CCCCC2N(O)C1c1ccccc1 (centres undefined) | 1 | 12 | -1.5 | -1 | -16 | 1 | -2 | -1 | -0.2 | 19
CCc1ccc(-n2c(O)c(/C=N/NC(=O)c3ccncc3)c(=O)[nH]c2=O)cc1 | -6 | -3 | -0.9 | . | -10 | -3 | -4 | -3 | -0.8 | -5
CSCCC(N=Cc1c(O)n(-c2ccc(Cl)cc2)c(=O)[nH]c1=O)C(=O)OC(C)(C)C (centres undefined) | 4 | . | -0.9 | . | -24 | -3 | 2 | -4 | -0.7 | 0
COc1ccc(OC)c(C(O)C(C)N)c1 (centres undefined) | 5 | 10 | 0.3 | -2 | -3&-4 | -3 | -3 | -2 | 0.3 | 2&-8
C/C(CC(c1ccccc1)c1c(O)c2ccccc2oc1=O)=N\Nc1ccc([N+](=O)[O-])cc1[N+](=O)[O-] (centres undefined) | -3 | -4 | 0.6 | 1 | 8 | -2 | 3 | -3 | -0.2 | -1
COC(=O)c1nc(-c2ccc3c(n2)C(=O)C(N)=C(OC)C3=O)c(N)c(-c2ccc(OC)c(OC)c2O)c1C | -15 | -97 | -1.4 | 0 | 1 | -3 | 5 | 3 | -3.5 | 7
O=c1[nH]c(=S)n(-c2ccc(Cl)cc2)c(O)c1C=Nc1ccc(N2CCOCC2)cc1 | -12 | 11 | 0.3 | . | ? | 3 | 5 | 4 | 0.6 | -9
OC(CCNCCc1c[nH]c2ccccc12)C(F)(F)Cl (centres undefined) | 2 | -3 | 1.0 | 0 | -4 | -1 | -7 | 0 | -1.2 | -1
Cc1ccnc(-n2c(-c3ccccc3)nc3ccccc3c2=O)c1 | -5 | -1 | 0.3 | . | -11 | 0 | -4 | 1 | -3.0 | -3
O=C(NC1CC1)C1CSC(c2cccnc2)=N1 (centres undefined) | 5 | -2 | 0.6 | . | -1 | 1 | . | -6 | -0.4 | -12
O=C(Nc1ccc(C(F)(F)F)cc1)OC1CN2CCC1CC2 (centres undefined) | 0 | 23 | -3.0 | -2 | 1 | 5 | -4 | 10 | 0.3 | 2
Cc1cccc(N2C(=O)/C(=C/N3CCN(C(=O)c4ccco4)CC3)C(=O)NC2=S)c1 | 4 | 3 | -0.1 | . | 3 | -4 | -10 | 3 | -1.8 | 7
CCN(CC)C(=O)c1ccc(NC(=O)COc2ccc([N+](=O)[O-])cc2Cl)cc1 | -1 | 9 | 2.8 | -2 | -6 | 3 | -2 | 21 | -1.1 | 3
CC(C)Sc1nnc(OC(=O)N(C)C)n1-c1ccccc1 | 3 | 6 | -0.3 | -4 | 4 | 3 | -3 | -3 | 0.8 | 5
CCN1CCN(C(=O)Cc2c(C)n(C(=O)c3ccc(Cl)cc3)c3ccc(OC)cc23)CC1 | -3 | -17 | 1.0 | 14 | 12 | 1 | 6 | -4 | -0.8 | 2
Cc1ccccc1-n1c(O)c(C=Nc2ccc3c(c2)OCO3)c(=O)[nH]c1=O | -10 | 2 | -2.9 | . | 4 | -1 | . | 3 | -3.1 | -6
Cc1cc(C)cc(OCCOc2cccc(C=C3C(=O)NC(=O)NC3=O)c2)c1 | -6 | . | -0.9 | 3 | -2 | -3 | -4 | -7 | 0.8 | 0
NP(=O)(OCC(F)(F)F)Oc1ccccc1 (centres undefined) | 3 | 0 | -0.9 | -5 | -4 | 3 | 2 | -1 | -0.7 | -3
CC(C)c1ccc(N2C(=O)CC(=O)NC2=O)cc1 | 0 | -4 | -4.1 | 0 | -4 | 0 | -7 | -1 | -0.7 | 1
CCN(CC)c1ccc(N=Cc2c(O)n(Cc3ccco3)c(=O)[nH]c2=O)cc1 | -13 | . | -0.2 | -1 | 0 | -3 | 0 | 79* | 0.5 | -8
O=C(c1ccco1)c1cn(Cc2ccccc2)c2ccccc12 | -14 | 20 | 1.3 | . | 14 | -4 | -4 | -6 | -0.4 | 12
CCN(CC)CCNC(=O)c1c(O)c2ccccc2n(Cc2ccccc2)c1=O | -1 | 9 | -0.4 | . | 1 | 0 | 26 | 2 | -1.7 | 4
COc1nc2ccccc2c(=O)n1-c1ccc(C)cc1 | 5 | 8 | -3.0 | . | 6 | 1 | -2 | -5 | -0.8 | 4
O=C1NC(=O)C(CCc2ccccn2)(Cc2cccc(Cl)c2Cl)C(=O)N1c1ccc(Br)cc1 (centres undefined) | 3 | -6 | -0.1 | 0 | 3 | -2 | -4 | 0 | -0.6 | -10
CCOC(=O)COc1ccc2c(c1)c(C(C)=O)c(C)n2Cc1ccccc1 | . | 2 | -1.0 | -1 | -1 | 3 | -5 | -9 | 4.9 | -2
CCCc1cc(=O)oc2cc(OCC(=O)N3CCC(C(=O)O)(c4ccccc4)CC3)ccc12 | 1 | -6 | -2.8 | -1 | 14 | 0 | 2 | 18 | 1.0 | 15
CC(ON1CC1(C(F)(F)F)C(F)(F)F)(C(N)=O)C(N)=O (centres undefined) | -6 | -7 | -0.4 | . | -8 | -2 | -4 | 3 | -2.7 | 4
C[C@]12CC[C@H](O)C[C@@H]1CC[C@@H]1[C@@H]2CC[C@]2(C)[C@@H](C(=O)O)C[C@@H]12 | -2 | -1 | -1.8 | -3 | 6 | -4 | 2 | 4 | -0.4 | 1
CN1C(=O)C(=Cc2cccnc2)C(=O)N(C)C1=O | 3 | 3 | 0.6 | 1 | 4 | 2 | -2 | 2 | -0.2 | 6
COCc1cc(C2SCC(=O)Nc3c2c(=O)[nH]n3C(C)C)ccc1OC (centres undefined) | 11 | 10 | 1.2 | . | -4 | -2 | -7 | 4 | -0.7 | -11
O=C(C1CC(c2ccccc2O)=NO1)N1CCC2(CC1)OCCO2 (centres undefined) | -6 | 42 | -1.3 | . | 8 | 1 | -3 | -4 | 1.0 | -2
O=c1c2ccccc2nc(/C=C/c2ccccc2)n1-c1ccc(O)cc1 | -15 | -4 | 0.9 | 4 | 1 | 2 | -6 | 3 | 0.0 | 3
CC1=CC(=C2C(=O)NC(=S)NC2=O)C=C(C(F)(F)F)N1C | -9 | 2 | -2.6 | -3 | 16 | -1 | -3 | -1 | -2.9 | -7
CC1=C(C)CC2(C(=O)NC(=O)NC2=O)C(C)C1 (centres undefined) | -4 | 18 | 1.0 | 3 | -9 | 4 | 19 | 2 | -0.3 | 2
C=C1C2[C@H](OC(C)=O)[C@@H]3CC(=O)[C@]4(C)OC[C@@]3(C)[C@@]4(O)[C@@H](OC(C)=O)[C@H](OC(C)=O)[C@@]2(COC(=O)c2ccccc2)[C@@H](OC(C)=O)C[C@@H]1O (some centres undefined) | -9 | -8 | 1.0 | -1 | 11 | 2 | 2 | 1 | 0.4 | -5
COc1cc2c(c(OC)c1OC)-c1ccc(O)c(=O)cc1[C@@H](N)CC2 | -5 | 1 | -0.4 | -2 | 28 | 2 | -2 | 1 | 0.5 | 4
CCC(=NCc1ccco1)c1c(O)n(C2CCCCC2)c(=O)[nH]c1=O | -5 | 3 | 0.4 | -11 | 22 | 7 | 1 | 6 | -4.4 | 12
CCOCCCNC(=O)C1c2cc(OC)c(OC)cc2C(=O)N2CCCCC12 (centres undefined) | -2 | -3 | -1.3 | -2 | -6 | 1 | 0 | 20 | -2.0 | -4

Reprinted at random: 2 compounds from above
SMILES | dFosB act | MITF TRPM1 HTS | CDK5 inh | Wnt act | Rtt109 Vps75 | V-ATPase pHluor | CAL PDZ FP-1 | cardiac RTF act | CAL PDZ FP-2 | Tat export inh
CCC(=NCc1ccco1)c1c(O)n(C2CCCCC2)c(=O)[nH]c1=O | -5 | 3 | 0.4 | -11 | 22 | 7 | 1 | 6 | -4.4 | 12
CC1=CC(=C2C(=O)NC(=S)NC2=O)C=C(C(F)(F)F)N1C | -9 | 2 | -2.6 | -3 | 16 | -1 | -3 | -1 | -2.9 | -7
